AI-2 QS modul: Vibrio harveyi AI-2 quorum sensing modulation. Vibrio harveyi JMH597 AI-2 luminescence/OD600 ratio, 9 h; stronger effect = lower value; strain lacks LuxN and CqsS sensors; 0 = neutral-control median. activity change, % at 7.5 µM. 300,000 tested, 0.4% active; in the data active = activity change below about -75%, passing the limit was not always enough; inconclusive = no clear call, values can overlap the other calls;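 also: luminescence divided by OD600 gain over 9 h not by final OD600 alone; inactives centre near 13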
HIF activator: HIF pathway transcriptional activation; 300,000 tested, 0.32% active; AID 1910; activation, % at 7.5 µM (by protocol); U2OS HRE-luciferase reporter, luminescence; normalized: DMSO 0%, desferrioxamine 100%;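 active = mean activation of at least 10% of the iron chelator positive control signal, with at least half of replicates also reaching 10%; inconclusive = mean and replicate majority disagree about reaching 10%; inactive = mean and most replicates under 10%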
GSK3 alpha inh: human GSK-3 alpha kinase inhibition; P49840; ADP-Glo luminescence, 60 min; inhibition, % at 10 µM; 320,000 tested, 0.1% active; AID 2650;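 in the data active = inhibition above about 50%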;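 also: GST-tagged GSK-3 alpha with peptide substrate and 25 µM ATP; 0% = DMSO neutral wells and 100% = GW8510 positive control wells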
Target sequence (P49840 whole entry, looked up): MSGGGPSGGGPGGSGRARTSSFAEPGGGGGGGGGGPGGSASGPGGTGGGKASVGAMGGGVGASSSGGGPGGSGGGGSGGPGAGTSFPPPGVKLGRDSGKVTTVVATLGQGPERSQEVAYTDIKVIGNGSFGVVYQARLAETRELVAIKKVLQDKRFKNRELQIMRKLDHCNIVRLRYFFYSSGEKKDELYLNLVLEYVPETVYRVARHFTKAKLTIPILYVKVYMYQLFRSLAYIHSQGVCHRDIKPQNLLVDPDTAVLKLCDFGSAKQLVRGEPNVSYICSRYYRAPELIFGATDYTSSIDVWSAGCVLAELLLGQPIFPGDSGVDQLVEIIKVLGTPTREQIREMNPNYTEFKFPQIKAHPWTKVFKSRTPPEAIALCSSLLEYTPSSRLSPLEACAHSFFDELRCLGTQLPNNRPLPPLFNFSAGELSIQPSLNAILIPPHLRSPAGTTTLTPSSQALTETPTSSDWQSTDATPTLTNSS
aSyn 5UTR inh: 5' untranslated region of α-synuclein, MLPCN primary screen; alpha-synuclein 5'UTR reporter, inhibitor activity; inhibition, % (tested at 7.5 µM); 300,000 tested, 0.82% active; in the data active = inhibition above about 60%; inconclusive = no clear call, values can overlap the other calls;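 also: H4 neuroglioblastoma cells stably carrying SNCA 5'UTR luciferase fusion; 0% = DMSO wells and 100% = positive control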
HSP90 inh: blocks HSP90-mediated luciferase refolding in reticulocyte lysate; Rabbit reticulocyte lysate, luciferase refolding luminescence, 3 h; inhibition, % at 5.6 µM; 290,000 tested, 0.91% active;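 active = inhibition above the screen-wide mean plus 3 SD, computed separately per campaign, cut at about 16% in these data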;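 also: 0% = DMSO wells and 100% = 60 µM geldanamycin wells; inhibitors lower the luminescence because luciferase stays unfolded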
GSK3beta inhib: inhibitors of human GSK3beta kinase | P49841 | GST-GSK3beta kinase, ADP-Glo luminescence, 60 min; stronger effect = lower value | activity score (negative = inhibition), % at 10 µM | 300,000 tested, 0.038% active;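 active = more than half of replicate wells score below -50%, meaning over 50% inhibition versus plate controls; inconclusive = some replicates but at most half score below -50%; inactive = no replicate scores below -50%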;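 also: 0% = median DMSO wells and -100% = median GW8510 positive control wells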
Target sequence (P49841 whole entry, looked up): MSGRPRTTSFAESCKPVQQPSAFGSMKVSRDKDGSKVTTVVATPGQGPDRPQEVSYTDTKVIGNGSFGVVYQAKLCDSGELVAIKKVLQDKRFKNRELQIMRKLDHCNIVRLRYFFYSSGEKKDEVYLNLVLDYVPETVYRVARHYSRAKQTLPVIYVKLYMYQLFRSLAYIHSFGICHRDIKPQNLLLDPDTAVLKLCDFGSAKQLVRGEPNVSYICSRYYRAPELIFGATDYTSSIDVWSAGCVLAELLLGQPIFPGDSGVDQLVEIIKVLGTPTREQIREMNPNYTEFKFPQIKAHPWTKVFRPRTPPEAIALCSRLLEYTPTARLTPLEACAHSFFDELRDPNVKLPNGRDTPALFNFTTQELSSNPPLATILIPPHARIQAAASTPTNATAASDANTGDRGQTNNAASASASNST
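Test system – GST-tagged human GSK3beta kinase, cell-free · Incubation – 60 min enzyme reaction, room temperature · Signal – ADP-Glo luminescence · Also added – peptide substrate and ATP at 25 µM · Controls – DMSO neutral wells and GW8510 at 20 µM as positive · Buffer or medium – Tris/MgCl2 kinase buffer · Measure – Luminescence-derived activity versus plate DMSO and GW8510 wells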
HSF1 inh: HSF1 inhibition. NIH3T3-HGL HSE-luciferase, MG132-induced, luminescence 8 h; stronger effect = lower value. activity change, negative = inhibition, % at 7.5 µM (by protocol). 300,000 tested, 0.77% active;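 active = more than half of replicate wells show activity change below -50%, luminescence cut by over half; inconclusive = some wells, but at most half, below -50%; inactive = no replicate well below -50%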;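 also: luciferase reports HSF-1 transcriptional activity via heat shock element; 0% = median of DMSO wells and -100% = zero luminescence signal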
HSF1 activator: increases HSF-1 driven luciferase reporter signal; NIH3T3-HGL HSF-1 luciferase reporter, MG132, 8 h; 100% = twice DMSO control signal; activation, % at 9 µM; 300,000 tested, 1.7% active;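 active = mean replicate activation of at least 50% with a set share of replicates each reaching 50%; inconclusive = only one of those two conditions met; inactive = mean below 50% and too few replicates reaching it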;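 also: 0% = median of the neutral control wells and 100% = twice that signal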
KLF5 inhibitor: inhibitors of KLF5 expression; DLD-1 KLF5 promoter-luciferase reporter, luminescence; 290,000 tested, 0.23% active; inhibition, % at 5 µM; AID 1700;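 active = inhibition above a per-plate limit of that plate's mean compound inhibition plus 3 SD, cut at about 60% in these data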;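 also: 0% = DMSO wells and 100% = LY294002 at 200 µM; higher means less KLF5 promoter-driven luciferase light; inactives centre near -14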
IEC-6 cytotox: kills IEC-6 intestinal cells in KLF5 counter-screen; IEC-6 cytotoxicity, luminescence viability; inhibition, % at 5 µM; 290,000 tested, 0.78% active; AID 1825; in the data active = inhibition above about 22%;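 also: 0% = plate median of test compound wells and 100% = cytotoxic reference compound wells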
The depositor's hits bear a star; ? = inconclusive; . = no result given.

SMILES	AI-2 QS modul	HIF activator	GSK3 alpha inh	aSyn 5UTR inh	HSP90 inh	GSK3beta inhib	HSF1 inh	HSF1 activator	KLF5 inhibitor	IEC-6 cytotox
COCc1nc(-c2ccc(-c3ccc(C)cc3)nc2OC)no1	24	3.0	1	-190	-2	2	4	32	-45	8
CSCCC(NC(=O)c1ccco1)C(=O)OCC(=O)Nc1ncc(Cl)c(C)c1Cl (stereo unspecified)	-9	-0.4	0	23	-2	-1	-5	-1	-1	-10
O=C(NN1C(=O)/C(=C/c2ccc(O)c(O)c2)SC1=S)c1ccccc1	-15	-0.9	1	-26	1	3	-4	-6	-6	-1
COC(=O)c1cccc(COC(=O)c2ccc(CS(=O)(=O)c3ccc(C)cc3)cc2)c1	29	1.0	-1	-6	-2	-1	3	-4	12	1
CCCCC(=O)Nc1nn(CCC)c2nc3ccccc3cc12	5	.	-3	.	-6	6	.	.	-23	-1
COc1ccc(N2C(=O)C3CCCN3C2c2ccc(C)o2)cc1 (stereo unspecified)	21	-0.1	.	-10	-1	1	-21	-31	18	1
Nc1nc(-c2ccc(C(=O)O)cc2)cs1	6	-0.8	4	4	2	-3	-7	-5	2	4
Cn1ncc(C(N)=O)c1NC(=S)NC(=O)c1ccc(Br)o1	18	0.2	2	9	0	0	-11	-13	-19	-3
COc1ccc(/C=N/Nc2nc(Nc3ccccc3)nc(N3CCCC3)n2)cc1[N+](=O)[O-]	30	-0.9	-5	23	-1	0	-5	-7	9	1
O=C(c1ccc2c(c1)OCO2)N(CC1CCCO1)C1(C(=O)NC2CCCCC2)CCCCC1 (stereo unspecified)	4	0.0	-2	14	4	2	4	7	8	0
CCCCn1c(N(CCOC(C)=O)C(C)=O)nc2ccccc21	-5	-0.1	-2	-17	4	4	-48	-59	-11	2
O=S(=O)(Nc1cc2nc3ccccc3nc2n1Cc1ccccc1)c1ccc(Cl)cc1	-3	-6.7	1	8	7	-7	78	114*	-51	-3
CN(C(=O)COc1cc(=O)n(C)c2ccccc12)c1ccc(Cl)cc1	5	-0.5	-2	1	5	-5	3	24	-10	0
CC(=O)C1=C(C)NC(SCC(=O)c2ccc(Cl)cc2)=C(C#N)C1c1ccco1 (stereo unspecified)	-6	0.0	1	-16	3	0	21	29	2	-2
CCc1noc(C)c1C(=O)N1CCSC1=Nc1cccc(Cl)c1C	17	1.7	-2	0	6	0	5	2	-4	0
CN(C)c1ccc(-n2cccc2/C=C/[N+](=O)[O-])cc1	-25	1.1	0	-29	9	7	68	95*	-5	1
c1cncc(-c2nc(NCc3ccc4c(c3)OCO4)c3ccccc3n2)c1	17	0.0	1	11	-2	-2	10	26	-3	-7
O=C1c2ccccc2C(Nc2ccc(-c3nc4ccccc4[nH]3)cc2)N1Cc1ccco1 (stereo unspecified)	34	1.9	3	-13	0	2	17	11	8	-4
CN(Cc1ccccc1)c1nc2c(c(=O)[nH]c(=O)n2C)n1CCCSc1ncccn1	4	-0.1	-41	9	4	-4	-4	2	-12	3
CC(C)(C)C(=O)Nc1ccccc1C(=O)NCCC(=O)Nc1ccccc1	8	-0.3	-1	7	.	1	-3	-21	.	.
Cc1ccc(C(=O)Nc2cnc3sc(C)nn3c2=O)cc1	18	0.9	-1	-100	-1	-1	5	15	-37	5
Cc1cc(C)c2cc(CN(CCO)Cc3nnnn3Cc3ccc(F)cc3)c(=O)[nH]c2c1	9	-0.2	.	12	-2	-6	3	17	3	8
O=C(NCc1ccccc1)c1onc(CSc2ccc(Cl)cc2)c1C(=O)NCc1ccccc1	16	0.2	-1	24	.	1	?	-54	.	.
CCN(CC)C(=O)CSc1nnc(-c2cccs2)n1Cc1ccco1	7	-0.1	0	6	2	0	-6	0	1	2
COc1c(C)cc(C(=O)C2CCCN(C(=O)c3ccc4cc[nH]c4c3)C2)cc1C (stereo unspecified)	5	-0.7	.	19	1	3	14	31	0	-1
CCOC(=O)c1c(-c2ccccc2)oc2ccc(OCC)cc12	-6	-0.3	0	18	-1	4	-10	12	8	0
Cc1ccnc(N/N=C/c2ccco2)n1	0	1.5	11	-43	1	-5	7	6	-127	0
COc1ccc(CCNC(=O)C2CC(=O)N(C3CCCCCCC3)C2)cc1OC (stereo unspecified)	-3	-0.3	-2	-10	-1	-3	-6	6	-5	-6
COCCn1c(SCc2nc(N)nc(Nc3ccccc3C)n2)nc2ccccc2c1=O	14	-0.3	0	10	2	3	-5	-2	-8	5
O=C1C2C(c3cccc(/C=C/c4ccccc4)c3)CC=CC2C(c2ccc3ccccc3c2)N1Cc1ccccc1 (stereo unspecified)	-13	-0.6	0	8	.	0	-9	-21	.	.
Cc1ccc(OCCSc2nc(NC(C)C)nc(NC(C)C)n2)cc1	28	-0.3	0	25	6	1	-9	8	-13	4
O=C(C[n+]1cccc(CNC(=O)c2ccc(OC(F)F)cc2)c1)Nc1cc(C(F)(F)F)ccc1Cl	25	-0.9	2	-21	7	-7	-2	-7	7	-3
O=C1Nc2cc(C(=O)N3CCN(Cc4ccccc4)CC3)ccc2SC1N1CCOCC1 (stereo unspecified)	25	0.2	0	0	-1	-4	10	19	-22	4
CCCCC(=O)OCc1cn(-c2ccc(Cl)cc2)nn1	26	-0.7	-2	-16	-4	0	-4	5	-35	-3
CC(C)C(=O)Nc1cccc(C(=O)Nc2nnc(C(C)(C)C)s2)c1	7	0.3	-2	-24	-3	0	.	.	-106	-1
O=S(=O)(c1ccc(OCC(O)CN2CCN(c3ccccc3Cl)CC2)cc1)N1CCOCC1 (stereo unspecified)	13	-0.3	-2	13	3	3	2	13	-2	2
O=C(OCn1nnc2ccccc2c1=O)c1ccco1	0	0.0	-2	6	3	1	-4	13	-15	9
Cc1ccc(S(=O)(=O)N2CCOCC2)cc1C(=O)NC(=S)N(Cc1ccccc1)C(C)C	14	-0.7	-3	-25	-4	0	-1	-3	-35	-2
Cc1ccc(S(=O)(=O)NCCc2nnc3ccc(SCc4cccnc4)nn23)cc1	31	-0.1	0	18	7	-1	-5	-2	10	4
O=C(CN1CCCCC1)Nc1cc(Cl)ccc1Oc1ccccc1	16	0.7	-2	48	2	1	7	-7	9	-5
CCCc1nc2oc3c(=O)[nH]cnc3c2c2c1CCCC2	10	-24	0	5	-2	-3	-10	0	-1	-4
COc1cccc(NC(=O)c2ccc3nc(C)sc3c2)c1	4	2.8	2	-239	-8	-1	-19	-31	-80	0
CCCCc1ccc(NC(=S)N2CCN(c3ncccn3)CC2)cc1	39	0.4	0	16	1	0	-25	-27	-1	5
CN1CCN(S(=O)(=O)Cc2ccc(Cl)cc2)CC1	5	-0.2	-3	-8	9	0	-6	6	17	2
Clc1ccc(OCc2nc(-c3ccncc3)no2)cc1	-39	2.0	0	-126	-3	-8	27	36	-52	0
Cc1cc(C(=O)NCc2cccs2)no1	16	-0.6	.	6	1	-4	-5	-18	-15	-2
CCCCC(c1nnnn1Cc1ccco1)N1CCN(C(=O)c2ccco2)CC1 (stereo unspecified)	6	1.0	4	18	5	3	-3	-14	4	8
CC(=O)N(C)C(c1ccc(N(C)C)cc1)c1nnnn1-c1c(C)cccc1C (stereo unspecified)	15	-0.3	0	15	-5	1	3	13	-16	-9
CC1CCCN(C(=O)CCNS(=O)(=O)c2ccc3c(c2)oc(=O)n3C)C1 (stereo unspecified)	8	-0.1	-3	-1	2	-5	-4	-14	-36	-1
Fc1ccc(C(c2nnnn2Cc2ccco2)N2CCN(C3CCCCC3)CC2)cc1 (stereo unspecified)	10	0.4	0	-23	-1	2	-6	1	-9	-3
Cn1nnnc1NCc1ccc(Cl)c(Cl)c1	7	-0.3	5	-6	-1	-2	-6	-5	-7	-3
Cc1cccc(-c2nc(CS(=O)CC(=O)NC(C)CCc3ccccc3)c(C)o2)c1 (stereo unspecified)	10	0.1	0	20	1	1	10	5	-20	-5
CCOC(=O)c1ccc(Oc2c(C)oc3c(CN4CCN(C)CC4)c(O)ccc3c2=O)cc1	2	-0.2	0	12	1	-5	1	-8	-3	1
CC(C)[C@H](NC(=O)c1ccccc1Cl)C(=O)OCC(=O)NC(=O)NC1CCCC1	-6	-0.2	-2	11	-1	4	-34	-47	-12	-4
COc1ccc(CCC(=O)NNC(=O)Cn2nc(C)cc2C)cc1	2	-0.1	0	4	0	2	-4	1	-7	10
COc1ccc(C(=O)Nn2c(SCC(=O)NC3CCCCC3)nc3ccccc3c2=O)cc1	27	-1.5	-2	5	62*	-1	-64*	-73	13	-1
Cn1c(=O)[nH]c(=O)c2c1nc(NC1CCCCC1)n2CCO	14	-0.1	3	21	.	-1	-2	7	.	.
CCOc1ccc(NC(=O)CSc2nc(C3CC3)nc3ccccc23)cc1	-3	0.1	0	14	-5	1	-1	0	8	6
COc1cc2[nH]c(=O)n(CCCCCC(=O)NCCCN3CCC(C)CC3)c(=O)c2cc1OC	24	-0.3	0	12	5	-4	-10	1	-3	9
O=C(NCCS(=O)(=O)N1CCN(c2ccccc2F)CC1)c1ccc2c(c1)OCO2	19	-0.2	-5	4	.	6	0	1	.	.

Further entries.
SMILES	AI-2 QS modul	HIF activator	GSK3 alpha inh	aSyn 5UTR inh	HSP90 inh	GSK3beta inhib	HSF1 inh	HSF1 activator	KLF5 inhibitor	IEC-6 cytotox
CCOC(=O)C1CCN(C(=O)CCCNC(=O)Cn2cnc3sc(C)c(C)c3c2=O)CC1	7	0.0	-3	-4	2	-1	2	21	-17	-10
COc1ccc(CCNS(=O)(=O)c2cn(C)nc2C)cc1OC	-5	-0.5	0	13	1	0	6	-5	-26	-2
C/C=C/CSc1nc2c(c(=O)[nH]c(=O)n2C)n1Cc1ccc(C)cc1	6	-0.2	0	45	-1	0	4	8	4	-2
CC(=O)N(/N=C1/C(=O)Nc2ccccc21)c1ccccc1	11	0.9	1	-114	4	1	19	32	-71	-4
Nc1ccccc1OCCOCCOc1ccccc1N	16	2.3	1	4	2	2	0	1	4	-1
N/C(Cc1ccc(Cl)cc1)=N\OC(=O)Cc1ccc([N+](=O)[O-])cc1	?	0.7	3	-4	7	0	-30	-35	6	9
Cc1nn(C)cc1CN(C)C(=O)c1cc(COc2ccc(F)cc2F)on1	10	0.2	4	4	-1	2	7	11	-17	3
O=C(Nc1cccc(NC(=O)c2cccs2)c1)c1ccco1	12	0.2	0	-13	1	0	2	8	-24	4
CCOCc1cnc(C)nc1NCC(=O)c1c(C)n(C)c2ccc(OC)cc12	17	0.1	.	7	4	-7	-35	-46	-38	1
CCOC(=O)CC1C(=O)NCCN1C(=O)c1c(Cl)cccc1Cl (stereo unspecified)	-3	0.5	-3	14	-4	-1	1	-6	-33	0

High-throughput results as filed in PubChem BioAssay.
